ALOX15 inhib: inhibitors of human 15-lipoxygenase (ALOX15). Potency, µM (titrated, usually from 57.1 µM), without a hit: at the top dose activity change, negative = inhibition, usual class: inhibitors. purified 15hLO-1, xylenol orange hydroperoxide absorbance. AID 887. actives 1.4% (n = 74,000); also: potency is read from the fitted curve at half-maximal effect; % is scaled to controls: 0 for no effect and ±100 for the full control effect; nearly all actives have a fitted effect of over 55% in size
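Purified human 15hLO-1 (40 nM) in 25 mM Hepes pH 7.5, 0.01% Triton X-100, preincubated 15 min RT with compound, then 50 uM arachidonic acid for 6 min. Hydroperoxide read by ferrous/xylenol orange, 30 min; 573/405 nm absorbance ratio gave progress.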
A350 fluor: compound fluoresces in the Alexa 350 spectral region. Compound autofluorescence, 340/450 nm, Alexa 350 dye-equivalents; stronger effect = higher value. actives 11% (n = 59,000). max dye-equivalent concentration, M; in the data active = max dye-equivalent concentration above about 10 nM; inconclusive = mostly about 1.1 nM to 9.6 nM
4MU fluor: compound fluoresces in the 4-MU spectral region. compound autofluorescence, 340/450 nm, 4-MU equivalents; stronger effect = higher value. max dye-equivalent concentration, M. actives 11% (n = 59,000). AID 589; in the data active = max dye-equivalent concentration above about 10 nM; inconclusive = mostly about 1.1 nM to 9.6 nM
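Compounds in 100 mM Tris, pH 8.0, sat 15 min at room temperature before fluorescence was read at 340 nm excitation/450 nm emission; a per-plate six-point 4-MU standard curve converted signals to dye-equivalent concentration at each compound concentration.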
HBB splicing: alters splicing of the hemoglobin beta chain; AID 925; actives 0.06% (n = 65,000); HBB splicing reporter cell assay, activation; EGFP reporter with mutant IVS2-654 intron; response scale: normalised to 500 nM splice-correcting PNA; Potency, µM (top dose mostly 46.1 µM), without a hit: at the top dose activation, usual class: activators; also: potency is read from the fitted curve at half-maximal effect; 0% is about no effect
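HeLa cells stably expressing EGFP interrupted by mutant beta-globin intron 2 (IVS2-654), 500/well in 2% FCS. Treated with compound for 2 days at 37C. Splicing correction scored as total well GFP intensity (488 nm excitation, 500-520 nm emission); 500 nM antisense PNA served as control.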
Hsp90 Hop PPI: changes Hsp90-Hop TPR2A binding signal, up or down; AlphaScreen TPR2A-His6 binding biotin-Hsp90 C-terminal peptide; Potency, µM (highest dose often 57 µM), inactives show at the top dose activity change, negative = inhibition; actives 0.44% (n = 71,000); active = well fitted curve in either direction with a large enough effect; inconclusive = small, poorly fitted or top-dose-only effect, or another doubt; also: potency is read from the fitted curve at half-maximal effect; % is scaled to controls: 0 for no effect and ±100 for the full control effect; many of its hits are not listed in these tables
UbGFP stabilizer: proteasome inhibitors stabilizing ubiquitin-GFP reporter; 67,000 tested, under 10 active; Potency, µM (doses to about 45.9 µM), for inactives: at the top dose activation (GFP accumulation), hits mostly activators; Ubiquitin-GFP reporter cells, proteasome inhibition, GFP fluorescence; response scale: untreated = 0%, 10 µM MG-132 = 100%; active = well fitted activation curve with a large enough effect, not every such curve was filed as active; inconclusive = small, poorly fitted or top-dose-only effect, or another doubt; inactive = no such curve, though single readings can be large or run the other way; also: potency is read from the fitted curve at half-maximal effect
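U2OS cells expressing ubiquitin(G76V)-GFP, seeded overnight in 0.5% FBS medium, then treated 4 hr at 37 C across 46 uM to 2.9 nM. GFP-positive cells counted by laser cytometry (488 ex/515 em); %activity scaled between basal and 10 uM MG-132.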
Epigenetic mod: epigenetic modulators derepressing GFP locus in mouse cells | mouse C127i GFP locus derepression, cytometry, 30 h | Potency, µM (highest dose often 46.1 µM), for inactives: at the highest dose GFP derepression (activation) | actives 0.09% (n = 68,000) | AID 597; also: % of control where 0% means no effect
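Derepression screen: silenced CMV-GFP reporter in murine C127i cells, 30 h compound incubation at 37 C, washed cells imaged by laser-scanning cytometer to enumerate GFP-expressing objects of 20 to 120 um.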
BRCT inh green: blocks human BRCA1 BRCT binding to phosphopeptide, green readout | P38398 | BRCA1 BRCT-phosphopeptide binding, green fluorescence polarization | Potency, µM (doses to about 76.9 µM), for inactives: at the highest dose activity change, negative = inhibition, usual class: inhibitors | actives 0.05% (n = 75,000);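 also: potency is read from the fitted curve at half-maximal effect; plate controls were peptide without protein for full effect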
Target sequence (P38398 whole entry, looked up): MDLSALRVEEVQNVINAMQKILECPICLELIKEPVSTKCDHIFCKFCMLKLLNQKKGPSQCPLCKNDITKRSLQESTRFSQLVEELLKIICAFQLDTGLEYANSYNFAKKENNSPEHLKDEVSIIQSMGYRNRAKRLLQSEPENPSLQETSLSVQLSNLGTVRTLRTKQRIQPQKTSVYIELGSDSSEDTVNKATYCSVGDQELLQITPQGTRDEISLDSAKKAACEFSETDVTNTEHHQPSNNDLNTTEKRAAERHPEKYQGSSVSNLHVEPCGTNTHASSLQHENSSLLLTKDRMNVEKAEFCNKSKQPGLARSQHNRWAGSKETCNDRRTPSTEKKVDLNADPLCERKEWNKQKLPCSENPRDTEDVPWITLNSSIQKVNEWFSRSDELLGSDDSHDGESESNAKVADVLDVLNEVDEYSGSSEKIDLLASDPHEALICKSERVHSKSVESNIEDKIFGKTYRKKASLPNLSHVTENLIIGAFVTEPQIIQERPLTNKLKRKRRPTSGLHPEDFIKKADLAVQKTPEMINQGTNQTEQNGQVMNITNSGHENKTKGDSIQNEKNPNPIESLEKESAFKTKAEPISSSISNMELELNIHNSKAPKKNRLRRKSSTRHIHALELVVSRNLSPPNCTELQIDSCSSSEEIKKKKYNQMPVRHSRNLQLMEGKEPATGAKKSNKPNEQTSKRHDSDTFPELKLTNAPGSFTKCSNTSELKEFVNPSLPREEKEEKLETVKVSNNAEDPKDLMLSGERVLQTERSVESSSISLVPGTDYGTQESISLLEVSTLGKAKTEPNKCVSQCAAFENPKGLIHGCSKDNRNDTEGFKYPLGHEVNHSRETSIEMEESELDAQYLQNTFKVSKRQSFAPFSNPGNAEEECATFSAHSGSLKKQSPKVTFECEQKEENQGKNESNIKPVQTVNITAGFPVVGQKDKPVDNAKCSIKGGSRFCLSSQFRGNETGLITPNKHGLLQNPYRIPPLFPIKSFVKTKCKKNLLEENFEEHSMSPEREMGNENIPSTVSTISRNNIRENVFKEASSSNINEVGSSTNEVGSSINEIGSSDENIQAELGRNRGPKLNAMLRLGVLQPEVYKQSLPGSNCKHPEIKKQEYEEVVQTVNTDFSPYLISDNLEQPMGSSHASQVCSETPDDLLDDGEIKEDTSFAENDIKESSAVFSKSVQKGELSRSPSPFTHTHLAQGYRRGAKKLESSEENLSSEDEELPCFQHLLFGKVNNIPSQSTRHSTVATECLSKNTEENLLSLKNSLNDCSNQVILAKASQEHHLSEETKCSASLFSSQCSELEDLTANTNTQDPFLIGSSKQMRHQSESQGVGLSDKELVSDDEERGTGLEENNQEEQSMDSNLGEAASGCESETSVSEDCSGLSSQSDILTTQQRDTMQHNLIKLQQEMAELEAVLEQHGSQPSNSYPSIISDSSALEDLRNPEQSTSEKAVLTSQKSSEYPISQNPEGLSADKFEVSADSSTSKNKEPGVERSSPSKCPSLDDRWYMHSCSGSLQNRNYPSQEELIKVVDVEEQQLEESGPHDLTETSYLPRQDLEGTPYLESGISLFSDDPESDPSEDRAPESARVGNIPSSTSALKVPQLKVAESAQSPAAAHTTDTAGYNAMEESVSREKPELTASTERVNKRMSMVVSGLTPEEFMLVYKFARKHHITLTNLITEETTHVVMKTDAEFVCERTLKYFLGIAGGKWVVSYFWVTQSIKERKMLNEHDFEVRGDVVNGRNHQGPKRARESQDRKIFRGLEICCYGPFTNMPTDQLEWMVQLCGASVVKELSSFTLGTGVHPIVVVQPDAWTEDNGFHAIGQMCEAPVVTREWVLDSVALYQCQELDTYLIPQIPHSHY
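Compounds were incubated for 12 min at room temperature with a complex of 100 nM fluorescein-tagged pBACH1 decapeptide and 250 nM His-tagged BRCT protein. Buffer was phosphate pH 7.3 with EDTA, DTT and Tween 20. Disruption of binding lowers the polarization signal.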
DNA Pol III inh: inhibitors of bacterial DNA polymerase III holoenzyme. reconstituted DNA polymerase III holoenzyme replication, biochemical. Potency, µM (series often up to 57.1 µM), for the others: top-dose activity change, negative = inhibition. actives 0.25% (n = 71,000); also: potency is read from the fitted curve at half-maximal effect; % is scaled to controls: 0 for no effect and ±100 for the full control effect
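Reconstituted *E. coli* holoenzyme (0.35 nM Pol III, 1 nM beta, 154 nM SSB, 2 nM primase) was preincubated with compound for 15 min at RT. Synthesis on 1.4 nM ssM13Gori ran 35 min, then was stopped with PicoGreen/EDTA and read as dsDNA fluorescence.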
BRCT PPI red: BRCT-phosphoprotein interaction inhibition (red fluorophore); P38398; BRCT-phosphopeptide binding, red fluorescence polarization; Potency, µM (top dose mostly 76.9 µM), inactives show at the highest dose activity change, negative = inhibition, hits mostly inhibitors; actives 0.03% (n = 75,000); AID 892; also: % is scaled to controls: 0 for no effect and ±100 for the full control effect
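Fluorescence polarization: 100 nM His-tagged BRCA1 BRCT with 100 nM TAMRA-labelled phospho-BACH1 decapeptide, phosphate buffer pH 7.3 with 150 mM NaCl, DTT, 0.01% Tween 20; 12 min RT. Binding inhibition seen as FP decrease.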
CRE Fsk mod: CRE-bla signaling modulation under forskolin stimulation | CHO CRE-bla reporter (cAMP response element driving beta-lactamase), forskolin EC10, beta-lactamase ratio | Potency, µM (series often up to 38.2 µM), for inactives: at the top dose activity change, negative = inhibition, actives largely listed as activators | actives 2.5% (n = 71,000) | AID 662; active = well fitted activation curve with a large enough effect in the signal ratio, with a control signal flat, not every such curve was filed as active; inconclusive = small, poorly fitted or top-dose-only effect, or effect the other way, or a change in a side signal; the % refers to the signal ratio; also: potency is read from the fitted curve at half-maximal effect; % of control where 0% means no effect
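CRE-bla CHO cells stimulated with EC10 NKH 477 (water-soluble forskolin) and compound titrations, 3 h at 37C; beta-lactamase read with CCF4 after 2 h at room temperature. Activity from 460/530 nm emission ratio, AC50 values for positive or negative modulation.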
* marks the source's active call; other numbers are inactive results; i = inactive; u = inconclusive; x = not tested or not shown; [ ] = dose if it differs, or a comment. Unless noted, calls follow the shape of the dose curve; as a rule, active = well fitted curve in the direction sought with a large enough effect; inconclusive = small, poorly fitted or top-dose-only effect, or another doubt; inactive = no such curve, though single readings can be large; an effect the other way counts as inactive or inconclusive.

SMILES | ALOX15 inhib | A350 fluor | 4MU fluor | HBB splicing | Hsp90 Hop PPI | UbGFP stabilizer | Epigenetic mod | BRCT inh green | DNA Pol III inh | BRCT PPI red | CRE Fsk mod
CCOc1ccccc1/C=c1\sc2ncnn2c1=O | 9% | i | i | -0.5% | -3% | -1% | 2% | 1.9% | -1% | -3.7% | -11%
Cc1nn(-c2ccc(C(=O)O)cc2)c(=O)c2ccccc12 | 9% | i | i | -4.4% | -5% | -4% | -3% | -0.1% | -6% | -4.7% | -10%
CC(C(=O)NC1CCCC1)N(Cc1ccc2c(c1)OCO2)C(=O)c1snc(C(N)=O)c1N (configuration not stated) | -13% | 2.8e-08M* | 3.7e-08M* | x | -2% | 1% | 2% | 1.8% | 1% | -2.1% | -4%
CCN(CC)S(=O)(=O)c1ccc2oc(C(=O)NCc3ccc(F)cc3)c(C)c2c1 | -11% | i | i | -1.7% | 7% | -1% | -2% | 0.7% | 3% | 1.1% | -4%
CSCCC(NS(=O)(=O)c1ccc2c(c1)OCCO2)C(=O)NCCc1ccccn1 (configuration not stated) | 15% | i | i | -0.2%[57.5 µM] | -1% | 5% | 0% | 0.4% | u | -4.0% | -8%
Cc1cccc(N2C(=O)CC(N3CCN(C(=O)c4ccccc4)CC3)C2=O)c1 (configuration not stated) | 4% | x | x | 0.3%[9.22 µM] | 3% | 17% | -4% | -1.4% | -2% | 1.6% | -3%
CCOC(=O)CSc1nnc([C@H](Cc2ccccc2)NC(=O)OC(C)(C)C)o1 | 2% | u | i | 1.5%[0.369 µM] | -1% | x | -6% | -1.9% | -2% | -1.7% | -10%
Cc1nnc(NC(=O)CSc2nnc(Cc3cccn3C)n2-c2ccccc2)s1 | -25% | x | x | 0.0% | -14% | -1% | x | 0.0% | 4% | 2.1% | u
Cc1nc2ccc(S(=O)(=O)NCC(=O)N(C)Cc3ccco3)cc2s1 | 2% | i | i | -0.9% | -1% | 1% | 10% | -1.0% | -2% | -1.2% | -1%
O=C(/C=N/O)NCCCn1ccnc1 | 6% | i | i | 3.9% | u | -10% | 3% | -3.5% | 0% | 0.3% | -21%

Arranged by SMILES length (largest number first): part of the list above.
SMILES | ALOX15 inhib | A350 fluor | 4MU fluor | HBB splicing | Hsp90 Hop PPI | UbGFP stabilizer | Epigenetic mod | BRCT inh green | DNA Pol III inh | BRCT PPI red | CRE Fsk mod
CCN(CC)S(=O)(=O)c1ccc2oc(C(=O)NCc3ccc(F)cc3)c(C)c2c1 | -11% | i | i | -1.7% | 7% | -1% | -2% | 0.7% | 3% | 1.1% | -4%
Cc1nc2ccc(S(=O)(=O)NCC(=O)N(C)Cc3ccco3)cc2s1 | 2% | i | i | -0.9% | -1% | 1% | 10% | -1.0% | -2% | -1.2% | -1%
Cc1nn(-c2ccc(C(=O)O)cc2)c(=O)c2ccccc12 | 9% | i | i | -4.4% | -5% | -4% | -3% | -0.1% | -6% | -4.7% | -10%

The results go on:
SMILES | ALOX15 inhib | A350 fluor | 4MU fluor | HBB splicing | Hsp90 Hop PPI | UbGFP stabilizer | Epigenetic mod | BRCT inh green | DNA Pol III inh | BRCT PPI red | CRE Fsk mod
Cc1onc(-c2ccccc2)c1C(=O)Nc1ccc(OC(C)C)cc1 | 1% | x | x | -0.3% | 5% | 3% | -2% | -1.9% | -1% | 0.5% | -17%
CN1C(C(=O)Nc2ccccn2)=C(O)c2sccc2S1(=O)=O | -7% | i | i | 0.3%[20.6 µM] | -2%[26 µM] | -5%[20.5 µM] | 0%[20.6 µM] | -1.5%[3.08 µM] | -2%[25.6 µM] | 1.1% | 4%[17.1 µM]
O=C(Nc1ccc2c(c1)OCO2)C1CCCN1C(=O)NCc1ccccc1 (configuration not stated) | 5% | i | i | x | 0% | 1% | 0% | 1.6% | 4% | -0.3% | -9%
CCOC(NC(=O)c1ccccc1)C(NC(=O)c1ccccc1)OCC (configuration not stated) | 7% | i | i | 0.1% | 1% | -3% | -2% | -0.3% | -2% | -0.5% | -1%
Cc1ccc(-n2ncc3c(=O)n(CC(=O)NCc4ccco4)cnc32)cc1 | -5% | i | i | x | -2% | -3% | 2% | -2.4% | -4% | 0.0% | -1%
O=C(Cn1cnc2ccccc2c1=O)OCCCCN1C(=O)c2ccccc2C1=O | 5% | i | i | -0.7% | 0% | -1% | 2% | -0.5% | -9% | -0.7% | -8%
CC(=O)Oc1cccc2c1C(=O)c1c(OC(C)=O)cc(C(=O)O)cc1C2=O | -11% | i | i | x | x | x | 2%[20.6 µM] | -1.1%[3.08 µM] | x | -0.6% | x
CCc1ccc(NS(=O)(=O)c2cccs2)cc1 | -6% | i | i | -1.3% | 0% | -6% | -5% | -2.3% | -8% | 1.2% | 6%
Cc1cc(C)c(S(=O)(=O)NCc2cn3c(C)csc3n2)cc1C | 0% | i | i | -0.1% | 4% | 0% | -5% | -6.6% | 0% | -2.0% | 3%
CCN1CCCC1CNC(=O)c1cn(C)c2ccc(S(=O)(=O)N3CCCCCC3)cc2c1=O (configuration not stated) | 2% | i | i | -1.4% | 2% | 15% | -3% | 1.9% | 1% | -1.0% | u
N#Cc1cccc(-c2cn(S(=O)(=O)c3ccc(Cl)cc3)nc2N)c1 | -23% | i | i | -1.2% | -3% | 4% | -2% | -2.3% | -4% | -0.1% | 2%
O=C(c1cnn2ccccc12)N(Cc1ccco1)C1CCCC1 | 4% | x | x | -1.0% | -5%[2.3 µM] | -6% | x | -1.5% | -6% | 0.1% | -1%
Cc1ccc(-n2ncc3c(=O)n(CC#N)cnc32)cc1 | 4% | u | i | x | -4% | 0% | -3% | 0.9% | -3% | -0.3% | -3%
Cn1c(=O)c2cn(-c3ccc4c(c3)OCCO4)cc2n(C)c1=O | -7% | u | i | 1.3%[57.5 µM] | -5% | -2% | 1% | -1.5% | 0% | 0.9% | u
N#Cc1c(-c2ccccc2)nc(SCc2nc(N)nc(N3CCCCC3)n2)[nH]c1=O | 8% | u | i | -1.4% | -1% | -9% | -1% | 1.0% | 2% | 0.9% | 4%
O=C(O)c1c2ccccc2cc2ccccc12 | -10%[25.6 µM] | x | x | x | -3% | 0% | 0% | -1.5% | -7% | 1.4% | u
CCOc1ccc(Nc2nc3c(c(=O)[nH]2)CCC3)cc1 | -7% | u | u | 3.0%[57.5 µM] | -4% | -3% | 0% | -0.8% | 6% | 1.0% | 7%
Cc1ccc(S(=O)(=O)CC(=O)N2CCCCCC2)cc1 | 9% | i | i | x | -22% | 10% | -1% | -2.1% | 0% | -3.3% | -9%
CCCCOCCCNS(=O)(=O)Cc1ccccc1 | 3%[11.4 µM] | x | x | -4.3%[0.0738 µM] | -3%[11 µM] | 1%[9.17 µM] | 2% | 0.7% | -1%[11.4 µM] | 2.2% | u
CCC(C)NC(=O)C1CCN(S(=O)(=O)N2CCCC2)CC1 (configuration not stated) | -2% | i | i | -0.2% | -2% | 1% | 3% | 0.8% | -13% | -1.7% | u
c1ccc(-c2nc3cc(Oc4ccc5oc(-c6ccccn6)nc5c4)ccc3o2)nc1 | 15% | u | u | -2.6% | 0% | -4% | 4% | 0.6% | -2% | -0.3% | u
O=C(CCN1CCN(c2ccccc2F)CC1)Nc1ccc2c(c1)OCO2 | -8% | i | i | 4.5% | -6% | 10% | -1% | -1.9% | -4% | 0.4% | -5%
CCCNS(=O)(=O)c1ccc(CCC(=O)NCc2cccnc2)cc1 | 12% | i | i | x | -4% | 3% | 2% | 3.4% | -4% | 0.6% | -3%
Cc1ccc(NC(=O)N2CCCC2C(=O)NCCc2ccccc2)cc1 (configuration not stated) | 6% | i | i | 0.5% | -1% | 1% | -1% | -1.0% | -2% | 1.6% | -15%
O=C(Cn1ncc2c(=O)oc3ccccc3c21)Nc1nc2ccccc2s1 | 17% | i | i | 0.2% | -5% | 7% | 4% | -0.6% | -3% | -0.4% | -4%
COCCN1Cc2cccc(C(=O)Nc3ccc(S(=O)(=O)N4CCCCC4)cc3)c2C1=O | 7% | i | i | -0.1% | -4% | -5% | 1% | -0.9% | -3% | -0.3% | u
CCC(=O)NC1(C(F)(F)F)C(=O)Nc2c1c(=O)n(C)c(=O)n2C (configuration not stated) | 5% | i | i | 1.4% | -2% | -3% | 0% | -1.5% | -1% | -0.2% | 13%
Cc1ccc(-c2noc(CSc3nnnn3-c3ccccc3)n2)cc1 | -5% | x | x | -3.3% | 20% | -12% | 0% | -1.4% | -5% | -1.3% | 18%
COc1cccc(NC(=O)CSCc2n[nH]c(=O)[nH]2)c1 | 8% | i | i | -1.6% | -4% | 11% | 10% | -1.8% | -2% | -2.1% | -2%
